APP 5'UTR act: activators of APP 5'UTR luciferase reporter, primary screen, SH-SY5Y cells; activation, % at 2 µM; SH-SY5Y APP 5'UTR luciferase reporter, luminescence; zero percent = DMSO vehicle wells; 190,000 compounds, 1% hits;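 active means activation above a set limit, based on mean plus 3 SD of controls, cut at about 140% in these data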; further: values of inactives mirror those of a sister screen read the other way
NF-kB neuron act: activators of NF-kB expression in neurons, primary screen, cell-based, HTS | 190,000 compounds, 1.6% hits | AID 1239, 2008 | fold change at 12.5 µM | human neuronal cells, NF-kB reporter expression; hits give high values; in the data active means fold change above about 3.3
G6PDH counter: L. mesenteroides G6PDH inhibitors, counter-screen for G6PDH-coupled screening assays, biochemical, Leuconostoc mesenteroides enzyme; glucose-6-phosphate dehydrogenase [Leuconostoc mesenteroides]; Purified L. mesenteroides G6PDH, diaphorase/resazurin coupled fluorescence, 45 min; inhibition, % at 5 µM; 200,000 compounds, 0.12% hits; in the data active means inhibition above about 50%
Diaphorase act: compounds boosting diaphorase resazurin reduction – biochemical, uHTS, resorufin fluorescence, counter-screen for diaphorase-coupled primary assays, primary screen | 190,000 compounds, 0.005% hits | AID 1229, 2008 | activation factor at 20 µM | Diaphorase/resazurin coupled assay, 16 min; hits give high values; 1 = vehicle wells, 0 = NADH-free wells;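 active means diaphorase activity raised at least twofold by the compound at 20 µM; inactive means activation factor below 2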
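Material: purified diaphorase enzyme from Clostridium kluyveri / Medium: HEPES pH 7.4 buffer with MgCl2 and Tween 20 / Schedule: enzyme reaction of 16 min at room temperature / Measured by: resorufin fluorescence, excitation 544 nm, emission 590 nm / Evaluation: rise in resorufin formation, marking diaphorase activation or chemical reduction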
FLuc inh counter: firefly luciferase enzyme inhibitors, primary screen, artefact control for luciferase-based inhibitor screens, biochemical, luminescence, ATPLite; Luciferin 4-monooxygenase (Photinus pyralis), P08659; 10 min; inhibition, % at 10 µM; 200,000 compounds, 1.5% hits; AID 1006, 2008;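 active means inhibition above about 50% when tested at 10 µM, limit read from the data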
Target sequence (P08659 whole entry, looked up): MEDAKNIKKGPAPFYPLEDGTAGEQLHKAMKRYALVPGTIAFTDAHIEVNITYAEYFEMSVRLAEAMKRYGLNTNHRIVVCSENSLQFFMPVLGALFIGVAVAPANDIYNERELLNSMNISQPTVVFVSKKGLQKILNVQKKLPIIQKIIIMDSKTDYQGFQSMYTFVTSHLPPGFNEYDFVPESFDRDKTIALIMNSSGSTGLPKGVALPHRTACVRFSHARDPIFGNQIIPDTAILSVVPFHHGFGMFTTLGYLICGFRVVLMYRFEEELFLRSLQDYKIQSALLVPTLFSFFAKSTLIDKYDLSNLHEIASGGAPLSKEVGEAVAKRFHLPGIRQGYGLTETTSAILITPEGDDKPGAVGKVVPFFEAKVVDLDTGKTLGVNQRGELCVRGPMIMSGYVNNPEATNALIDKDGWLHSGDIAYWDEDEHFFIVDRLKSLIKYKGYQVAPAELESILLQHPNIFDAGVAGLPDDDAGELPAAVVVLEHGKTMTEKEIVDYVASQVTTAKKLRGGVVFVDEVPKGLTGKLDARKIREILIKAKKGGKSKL
APP 5UTR inh: inhibitors of APP translation via 5'UTR reporter, primary screen, APP 5'UTR luciferase, SH-SY5Y cells; SH-SY5Y APP 5'UTR-luciferase reporter, luminescence; 190,000 compounds, 0.82% hits; inhibition, % at 2 µM;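 active means inhibition above a set limit, derived from the sample mean plus 3 SD, cut at about 45% in these data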; further: values of inactives mirror those of a sister screen read the other way
STAT1 act: STAT1 signaling activators, primary screen, cell-based, HTS, luciferase reporter | activation (% of control), % at 5.5 µM | NIH 3T3 STAT1-luciferase reporter, IFN-gamma, luminescence; 100% = IFN-gamma alone, no compound | AID 932, 2007 | 200,000 compounds, 2.6% hits;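 active means activation above the screen-wide mean activation plus 3 SD, cut at about 130% in these data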;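 further: raw ratio to IFN-gamma control signal so 100% means no change and 0% no light; values of inactives mirror those of a sister screen read the other way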
Diaphorase inh: diaphorase inhibitors and chemical oxidizers, primary screen, counter-screen for diaphorase-coupled primary assays, biochemical, uHTS, resorufin fluorescence | diaphorase resazurin-to-resorufin fluorescence, NADH, 16 min; bacterial (C. kluyveri) enzyme, not human | inhibition, % at 20 µM | 190,000 compounds, 0.69% hits | AID 1217, 2008;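 active means primary screen inhibition at 20 µM above a set limit, cut at about 50% in these data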;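 further: plate controls were DMSO with full reaction for no effect and wells lacking NADH for full effect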
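material = Clostridium kluyveri diaphorase enzyme | amount = 0.14 U/mL diaphorase, enzyme working solution | schedule = incubation 16 min, room temperature | detection = fluorescence of resorufin formed from resazurin, Ex 544/Em 590 nm | benchmarks = positive control minus NADH, DMSO neutral control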
FLuc act counter: FLuc activators, initial screening, artefact control for FLuc-dependent activation tests, biochemical, ATPlite luminescence; ATPlite luciferase biochemical, 10 min; 0 = ATP-free wells, 1 = DMSO control; Luciferin 4-monooxygenase (Photinus pyralis), P08659; 200,000 tested, under 10 active; AID 1027, 2008; activation factor at 10 µM;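 active means luciferase activation factor, scaled between plate controls, of at least 2 with compound at 10 µM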
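Material: Luciferase/luciferin reagent mix; Doses: test compounds dosed from 2 mM stocks in 100% DMSO; Schedule: 10 min incubation after luciferase reagent addition, room temperature; Measured by: luminescence from luciferase reaction; Read-out: luminescence gain marking luciferase activators.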
TLR4-MyD88 BLA: inhibitors of TLR4-MyD88 association in cells, primary screen, cell-based, HeLa CL3-4, BLA complementation, FRET ratio | HeLa CL3-4 TLR4/MyD88 BLA complementation | inhibition, % at 8.4 µM | 200,000 compounds, 0.18% hits; in the data active means inhibition above about 25%;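 further: 0% = vehicle and 100% = reference inhibitor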
Active calls of the source: *; nt = no result given.

SMILES	APP 5'UTR act	NF-kB neuron act	G6PDH counter	Diaphorase act	FLuc inh counter	APP 5UTR inh	STAT1 act	Diaphorase inh	FLuc act counter	TLR4-MyD88 BLA
Nc1nc2ccccc2n1/N=C/c1cccnc1	18	nt	nt	nt	nt	-18	97	nt	nt	-6
CCCSCCCNC(=O)CC1Oc2ccccc2NC1=O (stereo unspecified)	-5	1.1	11	1	-11	5	102	2	1.1	14
NC(=O)c1ccsc1NC(=O)c1nc(-c2ccccc2)n(-c2ccccc2)n1	8	0.71	3	0.8	-3	-8	112	22	1	10
CCc1noc(C)c1C(=O)N1CCCC(C(=O)c2cc(F)ccc2F)C1 (stereo unspecified)	9	1.1	7	nt	-7	-9	106	nt	1.1	5
O=C(NNc1ncnc2c1cnn2-c1ccccc1)c1cccs1	12	1.5	13	1	6	-12	102	0	0.9	1
O=C(CN(CC1CCCO1)C(=O)CCC(=O)Nc1ccccn1)NCC1CCCO1 (stereo unspecified)	13	1.6	-21	1	-10	-13	99	4	1.1	5
CC(=O)Cn1nnc2sc3c(c2c1=O)CCC(C(C)(C)C)C3 (stereo unspecified)	60	1.4	-4	0.8	24	-60	128	19	0.8	-9
CCOC(=O)c1c(C)c(C(=O)NC2CCCCC2)c(C)n1CC	6	1.2	-16	0.9	-5	-6	100	12	1	-21
COc1ccc(N=Nc2nc3ccc(Br)cc3n2C)cc1	38	2.7	6	1.2	84*	-38	122	-16	0.2	-9
CCc1cccc(C)c1NC(=S)NCc1cccn1C	-25	0.91	14	1	0	25	105	0	1	-15
O=C(NCc1ccccc1)c1cc(S(=O)(=O)N2CCCCC2)ccc1N1CCOCC1	17	1.1	6	0.7	-2	-17	101	26	1	-14
Cc1cc(-c2ccccc2)n(-c2ccc(C(=O)NC(C)C)cc2)n1	1	1.1	10	0.9	-2	-1	96	8	1	-3
CC(C)c1nnc(SCC(=O)NCCC2=CCCCC2)n1N	10	1	2	0.8	-8	-10	102	19	1.1	8
O=C(NCCCN1CCc2ccccc2C1)C1CCN(S(=O)(=O)N2CCC3(CC2)OCCO3)CC1	1	1.1	0	1	-4	-1	104	-1	1	-11
O=C(Nc1cc(F)ccc1F)C1CCCO1 (stereo unspecified)	7	1.4	4	0.9	-2	-7	94	11	1	0
CCOC(=O)c1cccc(Nc2nc(-c3cccnc3)nc3ccccc23)c1	-6	0.16	1	0.8	-4	6	101	16	1	1
O=C(NCc1ccco1)c1cc(-c2ccccc2)on1	68	4.5*	1	0.8	10	-68	131*	19	0.9	10
Cc1nnc(SCC(=O)Nc2c(C)n(C)n(-c3ccccc3)c2=O)n1Cc1ccccc1	-11	1.2	-2	0.9	-4	11	101	13	1	-8
CCN(CC)c1ccc(NS(=O)(=O)c2ccc3c(c2)oc(=O)n3C)c(C)c1	-12	1	10	1	-3	12	90	-1	1	1
CSc1ncccc1C(=O)OCC(=O)Nc1cc(C(F)(F)F)ccc1N1CCOCC1	9	0.76	9	0.7	-3	-9	90	28	1	11
O=C(NNC(=S)Nc1ccccc1)Nc1ccccc1	25	1.3	0	0.9	22	-26	117	14	0.8	-9
CC1CCCCN1C(=O)c1ccccc1NC(=O)c1ccco1 (stereo unspecified)	-3	1.3	1	0.9	0	2	99	6	1	6
COCC(C)n1c(C)cc(C(=O)Cn2c(=O)oc3ccccc32)c1C (stereo unspecified)	-2	2.2	1	0.9	-6	2	99	14	1.1	-5
COc1ccc(Cc2nc(-c3ccccc3)no2)cc1	6	2	9	0.9	-4	-6	103	14	1	9
CCO[C@@H]1OC(C(=O)NCc2nc3ccccc3[nH]2)=C[C@H](c2cn(C(C)=O)c3ccccc23)[C@H]1CCCO	-11	0.93	5	0.9	-2	11	94	7	1	-15
(cont.)
SMILES	APP 5'UTR act	NF-kB neuron act	G6PDH counter	Diaphorase act	FLuc inh counter	APP 5UTR inh	STAT1 act	Diaphorase inh	FLuc act counter	TLR4-MyD88 BLA
CCOc1ccc(NCCC#N)cc1	17	1.1	1	0.9	-1	-17	98	7	1	7
CC(=O)Oc1c(/C=C(\C#N)C(N)=O)[nH]c2ccccc12	7	1.3	10	0.9	4	-7	94	14	1	-7
C=CCSc1nc2ccccc2n1S(=O)(=O)c1ccc(Cl)cc1	11	1.4	nt	nt	nt	-11	97	nt	nt	-12
NC(=S)NCc1cccnc1	15	1.1	6	1	1	-15	107	2	1	-6
CCCCN1CN(Cc2ccco2)CNC1=S	-15	1.1	3	0.9	-4	15	100	8	1	-22
Cc1occc1C(=O)N1CCN(C(c2ccccc2)c2ccccc2)CC1	-9	1.1	9	1	5	9	101	0	0.9	-1
O=C(O)C1NCCc2ccccc21 (stereo unspecified)	10	1.4	9	0.8	-6	-10	99	18	1.1	-4
O=C(CSc1ncnc2ccccc12)Nc1cc(S(=O)(=O)N2CCCCC2)ccc1Cl	11	0.98	-4	0.9	-2	-11	95	10	1	5
COc1ccc(S(=O)(=O)Nc2nc(C(F)(F)F)cs2)cc1	1	1.2	15	0.9	3	-2	95	10	1	9
CCOC(=O)c1ccc(S(=O)(=O)NNC(=O)c2ccc3c(c2)nc(C)n3CC)cc1	-8	1.2	-3	0.9	-6	8	97	15	1.1	0
CC(C)[C@@H]1NC(=O)N(c2ccc(Oc3ccccc3)cc2)C1=O	10	1.3	1	0.9	-1	-10	98	8	1	-9
CCN(c1ccccc1)S(=O)(=O)c1ccc(OC)c(NS(=O)(=O)c2cccs2)c1	15	1.1	3	0.9	-8	-15	94	12	1.1	-6
CCN(CC)c1ccc(C=C2C(=O)OC3(CCCC3)OC2=O)cc1	-7	1.2	-7	0.8	0	7	95	22	1	6
COc1ccccc1NC1=C(N2CCCCC2)C(=O)c2ccccc2C1=O	11	1.2	33	0.7	0	-11	90	30	1	-17
CN(C)CCCn1c(N)c(C#N)c2nc(C#N)c(C#N)nc21	-7	2.5	-24	0.9	-7	7	101	6	1.1	6
COc1ccc(NS(=O)(=O)c2ccc3c(c2)n(C)c(=O)n3C)cc1	-1	0.91	10	1.1	-5	1	105	-8	1	14
O=C(O)c1cc(Cl)c2ccccc2c1O	29	0.91	4	0.8	0	-30	100	19	1	-8
CCOc1ccc(NC(=O)CSc2nnc(C3CC3)n2N)cc1	19	1	-5	0.9	-2	-19	92	10	1	-3
Brc1ccccc1OCCCN1CCCCCC1	14	0.93	7	1	-4	-14	97	-2	1	-4
N#Cc1ccc(OCC(=O)OCC(=O)NCCC2=CCCCC2)cc1	4	1.1	-4	0.9	-1	-4	114	6	1	2
Cc1cc(CN2CCCC(CNC(=O)c3ccc(F)cc3)C2)cc(C)c1O (stereo unspecified)	15	1	4	0.8	-7	-15	93	18	1.1	8
O=C(O)C1CCN(c2ccc(Cl)nn2)CC1	20	1.3	-6	1	-5	-20	107	2	1	8
C=CCOc1cccc(C2C(C(=O)c3cccs3)=C(O)C(=O)N2Cc2cccnc2)c1 (stereo unspecified)	-4	1	9	nt	-4	4	104	nt	1	0
Cc1ccccc1-n1c(C)c(C#N)c(=O)c(-[n+]2ccccc2)c1[S-]	-2	1	6	0.6	-4	2	101	44	1	-10
CN(C)C=Nc1ncc2c([nH]c3ccccc32)c1C#N	13	1.8	9	1.2	12	-13	121	-21	0.9	-1
Continued.
SMILES	APP 5'UTR act	NF-kB neuron act	G6PDH counter	Diaphorase act	FLuc inh counter	APP 5UTR inh	STAT1 act	Diaphorase inh	FLuc act counter	TLR4-MyD88 BLA
Cc1c(C(=O)Nc2ccccc2)csc1-c1ccccc1	189*	5.2*	-6	1	82*	-189	137*	4	0.2	-17
CCN1C=C(Cc2cccs2)C2=C(C1)C(c1cccs1)C(C#N)=C(N)O2 (stereo unspecified)	4	0.73	3	0.7	-2	-4	96	29	1	-2
O=C(Nc1ccccc1)C1=C(O)CC(c2ccco2)CC1=Nc1ccccc1 (stereo unspecified)	5	1.6	6	0.9	-10	-6	103	11	1.1	-1
Cc1ccc(-c2n[nH]c(=S)n2/N=C/c2cccn2C)cc1	8	1.2	2	0.7	-6	-8	103	34	1.1	-4
Cc1cc(NCCN2CCOCC2)n2c(nc3ccccc32)c1C#N	-1	0.92	6	0.8	1	0	94	19	1	-4
CC(NC(=O)C1CCN(S(=O)(=O)N2CCC3(CC2)OCCO3)CC1)c1ccccc1 (stereo unspecified)	-8	1.1	4	0.9	-4	8	96	7	1	1
COc1ccc(-n2c(=O)[nH]c3c(C(N)=O)nc(C4CCCCC4)nc32)cc1	-11	1.1	1	0.9	-8	11	105	6	1.1	3
O=C(NCc1ccc2c(c1)OCO2)c1ccc(S(=O)(=O)N2CCOCC2)cc1	-2	1.2	2	1.1	-4	2	104	-8	1	13
S=c1[nH]nc(Cn2cnc3ccccc32)n1-c1ccccc1	-6	0.99	-5	0.9	-4	6	100	13	1	-6
O=C(CN(C1CCCCC1)S(=O)(=O)c1ccc(F)cc1)Nc1ccc2c(c1)OCO2	0	0.95	-3	0.8	-9	0	98	17	1.1	3
O=C(O)CCC(=O)NNC(=O)CCC(=O)Nc1ccccc1	13	1.2	24	1	2	-13	98	1	1	-15
COC(=O)c1sc(S(=O)(=O)N2CCC(C(=O)O)CC2)c(C(=O)OC)c1C	3	1.2	2	0.9	-2	-3	95	8	1	6
O=C(Nc1nc(-c2ccc3c(c2)OCO3)cs1)c1ccncc1	20	0.8	12	0.9	-1	-20	92	13	1	4
Cn1c(C2CCCN2C(=O)OC(C)(C)C)n[nH]c1=S (stereo unspecified)	2	1.1	6	0.9	-3	-2	98	10	1	4

Compound profiles, as listed above. Screens in order: APP 5'UTR act, NF-kB neuron act, G6PDH counter, Diaphorase act, FLuc inh counter, APP 5UTR inh, STAT1 act, Diaphorase inh, FLuc act counter, TLR4-MyD88 BLA
COC(=O)c1sc(S(=O)(=O)N2CCC(C(=O)O)CC2)c(C(=O)OC)c1C is listed with 3, 1.2, 2, 0.9, -2, -3, 95, 8, 1, 6
CCOc1ccc(NC(=O)CSc2nnc(C3CC3)n2N)cc1 is listed with 19, 1, -5, 0.9, -2, -19, 92, 10, 1, -3
N#Cc1ccc(OCC(=O)OCC(=O)NCCC2=CCCCC2)cc1 is listed with 4, 1.1, -4, 0.9, -1, -4, 114, 6, 1, 2
COc1ccc(NS(=O)(=O)c2ccc3c(c2)n(C)c(=O)n3C)cc1 is listed with -1, 0.91, 10, 1.1, -5, 1, 105, -8, 1, 14
Cc1cc(CN2CCCC(CNC(=O)c3ccc(F)cc3)C2)cc(C)c1O (stereo unspecified) is listed with 15, 1, 4, 0.8, -7, -15, 93, 18, 1.1, 8
